Source: PubChem BioAssay (several laboratories)
AID2073 = inhibitors of Mint1-CaV2.2 protein interaction, biochemical, HTRF (AID 2073) | HTRF protein-protein interaction, Mint1-CaV2.2; higher % means a stronger effect | 290,000 compounds, 0.19% hits | inhibition, % at 20 µM; hits with a dose series show IC50 in µM; in the data active = inhibition mostly above about 51%, no sharp cut-off; note: some results filed as inactive read as strong as hits
P. falciparum M1AAP = malaria alanyl aminopeptidase activity blockers – biochemical, fluorogenic H-Leu-NHMec substrate, 1536-well (AID 1445); recombinant M1AAP, H-Leu-NHMec fluorogenic kinetic assay; higher % means a stronger effect; one-dose inhibition, % at 30 µM; IC50 in µM for titrated hits; 220,000 compounds, 0.42% hits;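 active = primary inhibition above the hit cutoff, then over 50% inhibition at one or more dose response concentrations, cut at about 23% in these data, passing the limit was not always enough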;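 note: plate controls were DMSO full reaction for no effect and no enzyme background for full effect; strong numbers were not always called active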
Dynein transport = dynein cargo transport inhibition; AID 1381; 3617.4 mouse cells, GR-EGFP nuclear translocation imaging; test concentration mostly 20 µM; stimulated with dexamethasone, 1 µM; stronger effect = lower value; 220,000 compounds, 0.47% hits; z-score, hits read low;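 active = plate z-score of nuclear minus cytoplasmic receptor signal below a set negative limit, without overly bright fluorescence or cell loss, cut at about -3.5 in these data, passing the limit was not always enough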;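 note: z-score of nuclear minus cytoplasmic ring GR-EGFP intensity difference per well; some compounds called inactive have numbers as strong as hits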
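Buffer or medium: tetracycline-free induction medium containing charcoal-stripped FBS / Reagent: dexamethasone agonist, 1.0 µM final, for 30 min / Technique: automated 10x imaging of fixed Hoechst-stained cells / Times: induction 48 h, compound 1 h, agonist 30 min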
KOR beta-arrestin-1 = KOR antagonists, beta-arrestin recruitment, cell-based, luminescence, uHTS (AID 1778); KOR beta-arrestin recruitment, luminescence, antagonist mode; higher % means a stronger effect; inhibition, % at 10 µM; hits with a dose series show IC50 in µM; 290,000 compounds, 0.091% hits; note: strong numbers were not always called active
P. falciparum M17LAP = P. falciparum M17LAP inhibitors, primary screen, biochemical, fluorogenic H-Leu-NHMec substrate, 1536-well (AID 1619); recombinant M17LAP, H-Leu-NHMec fluorogenic kinetic assay; higher % means a stronger effect; 220,000 compounds, 0.38% hits; inhibition, % at 30 µM, or IC50 in µM where a hit was titrated;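 active = compound inhibiting the enzyme by more than half at any dose during confirmatory dose-response retesting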;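 note: plate controls were full reaction with DMSO carrier for no effect and no enzyme background for full effect; strong numbers were not always called active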
KOR beta-arrestin-2 = KOR agonists, beta-arrestin recruitment, primary screen, cell-based, luminescence, uHTS (AID 1777); KOR beta-arrestin recruitment, luminescence; higher % means a stronger effect; activation, % at 10 µM; hits with a dose series show EC50 in µM; 280,000 compounds, 0.02% hits; in the data active = activation above about 50%, passing the limit was not always enough; note: a part of the inactive calls stands beside numbers as strong as those of hits
NOD1 inhibition = inhibition of NOD1-driven NF-kB reporter – cell-based, luminescence, uHTS, primary screen (AID 1578); 290,000 compounds, 1% hits; NOD1-driven NF-kB luciferase reporter cells, luminescence; higher % means a stronger effect; inhibition, % at 4 µM, or EC50 in µM where a hit was titrated; in the data active = inhibition mostly above about 36%, no sharp cut-off; inactive = mostly below about 34%;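 note: HEK-293T reporter cells stimulated with the NOD1 agonist gamma-tri-DAP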
NOD2 inhibition = inhibition of NOD2-driven NF-kB reporter – cell-based, luminescence, uHTS, HEK293 (AID 1566); 290,000 compounds, 0.63% hits; inhibition, % at 4 µM, or EC50 in µM where a hit was titrated; HEK293 NOD2/NF-kB luciferase reporter, luminescence; higher % means a stronger effect; note: many of its hits are not listed in these tables
GPR55 beta-arrestin = selective activators of receptor GPR55 – imaging, U2OS cells, beta-arrestin-GFP redistribution, primary screen (AID 1961). U2OS GPR55 beta-arrestin-GFP redistribution imaging; higher % means a stronger effect. activation, % at 10 µM, or EC50 in µM where a hit was titrated. 290,000 compounds, 0.048% hits;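 active = activation above 40% with more than 50 cells counted in the well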;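 note: U2OS osteosarcoma cells stably expressing GPR55 and beta-arrestin-GFP; plate controls were DMSO negative control for no effect and LPI positive control for full effect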
Dynein transport cytoplasmic EGFP = second read-out of Dynein transport, no call of its own (marks repeat the call); z-score; measured here: cytoplasmic GR-EGFP intensity; stronger effect = higher value
Dynein transport nuclear GR-EGFP = second read-out of Dynein transport, no call of its own (marks repeat the call); z-score; measured here: nuclear GR-EGFP intensity;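 lower value marks the stronger effect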
Dynein transport cell count = second read-out of Dynein transport, no call of its own (marks repeat the call); z-score; measured here: cell count per field
* = called active by the depositor; . = no result given; [ ] = another dose, or the depositor's remark. Cut-off read from the data, not from the text of the source, unless noted: active = inhibition above about 50%; inactive = the rest. Some of the compounds tested (hit frequency here may not be typical).

SMILES	AID2073	P. falciparum M1AAP	Dynein transport	Dynein transport cytoplasmic EGFP	Dynein transport nuclear GR-EGFP	Dynein transport cell count	KOR beta-arrestin-1	P. falciparum M17LAP	KOR beta-arrestin-2	NOD1 inhibition	NOD2 inhibition	GPR55 beta-arrestin
CCOc1ccccc1Nc1nnc(SCC(=O)NC(=O)c2cccn2C)s1	12%	6%	-0.065	-0.29	-0.41	0.28	-5%	11%	-2.0%	0%	-8%	0.0%
Cc1c(CC(=O)NCC(C)C)c(=O)oc2cc3c(cc12)CCC(C)(C)O3	8%	.	.	.	.	.	18%	.	2.4%	5%	8%	0.0%
Cc1ccc(NC2CCCN(C(=O)CN3C(=O)c4ccccc4C3=O)C2)cc1C (stereo not drawn)	-1%	.	.	.	.	.	6%	.	0.1%	-24%	18%	0.3%
COc1ccc(CCC(C)NCc2ccc(C(F)(F)F)cc2)cc1 (stereo not drawn)	7%	.	.	.	.	.	-47%[20 µM]	.	1.1%	22%	-3%	0.1%
C[C@H](NC(=O)[C@@H]1CSC2c3ccccc3C(=O)N21)C(=O)NCCc1ccc(F)cc1 (stereo partly drawn)	-2%	.	.	.	.	.	-28%	.	16%	-8%	-2%	-0.2%
OC(CNCc1cccnc1)COc1ccc2ccccc2c1 (stereo not drawn)	-2%	.	.	.	.	.	-7%	.	5.1%	27%	6%	-0.2%
CC(C)(C)[C@H]1C=C(C(=O)N2CCN(Cc3ccccc3)CC2)O[C@@H](OCc2ccc(CO)cc2)C1	-7%	3%	-0.27	-0.26	0.13	0.17	7%	0%	-3.8%	5%	7%	0.1%
Cc1cccc(C)c1NC(=O)C1CCCN1S(=O)(=O)c1ccc2c(c1)n(C)c(=O)c(=O)n2C (stereo not drawn)	11%	.	.	.	.	.	-14%[20 µM]	.	-7.8%	-12%	7%	-0.3%
O=C(O)COc1cccc(NC(=O)c2ccccc2)c1	1%	2%	0.011	-0.31	0.65	0.23	8%	7%	2.8%	-11%	8%	0.1%
COc1ccc(-n2nc(C(=O)NCC(=O)NCC3CCCO3)c3ccccc3c2=O)c(OC)c1 (stereo not drawn)	3%	5%	1.4	-0.32	0.84	-0.6	18%	5%	-1.1%	2%	20%	0.2%
O=C(O)c1c2c(nc3ccc(Cl)cc13)CCC2	37%	5%	-1	-0.38	-0.92	1.7	20%	18%	-6.2%	-38%	4%	-0.2%
CC(NS(=O)(=O)c1ccccc1)C(c1cccs1)N1CCOCC1 (stereo not drawn)	-1%	0%	1.6	-0.041	2.2	-1.9	13%	4%	1.1%	-2%	5%	0.9%
C/C(=N\NC(=O)c1ccc([N+](=O)[O-])c(C)c1)c1ccccc1Cl	-6%	-2%	-0.75	-0.28	-0.67	0.89	18%	2%	2.1%	-11%	-18%	0.1%
Cc1nnc(SCc2cc(=O)[nH]c(=S)[nH]2)s1	-37%	-3%	3.4	-0.15	0.59	-0.66	-20%[20 µM]	27%	-14%	-26%	4%	-0.1%
CC1=CCC2C(=O)N(c3ccc(S(N)(=O)=O)cc3)C(=O)C2C1 (stereo not drawn)	9%	2%	-0.28	-0.18	0.28	-0.18	20%	-1%	-3.7%	-9%	10%	0.7%
COc1cccc(OCC(=O)Nc2ccncc2)c1	-2%	.	.	.	.	.	-23%[20 µM]	.	0.8%	-11%	20%	0.1%
Cc1ccc2c(c1)/C(=C/c1ccc(F)cc1)C(=O)N2	-5%	.	.	.	.	.	-15%	.	-2.3%	-5%	12%	0.4%
CCOC(=O)CCP(=O)(O)C(O)c1ccccc1 (stereo not drawn)	3%	0%	-0.19	-0.19	-0.28	1	-36%	12%	0.2%	-8%	2%	-0.1%
COc1ccc(-c2nc(CN3CCN(c4ncccn4)CC3)c(C)o2)cc1C	-5%	1%	1.4	-0.2	0.33	0.13	-5%[20 µM]	-8%	.	-21%	2%	-0.1%
O=C(CSCc1ccc(Cl)cc1)Nc1nccs1	27%	6%	1.1	-0.14	-0.046	-1.1	-4%	0%	0.9%	5%	10%	-0.1%
N/C(=N\OC(=O)c1ccccc1F)c1cccc([N+](=O)[O-])c1	11%	.	.	.	.	.	12%[20 µM]	.	-2.3%	-12%	-81%	-0.3%
CSCCC1C(=O)OC2(C)CC(C)(C)NC(=S)N12 (stereo not drawn)	3%	0%	-0.87	-0.29	-0.14	-0.48	-17%	-2%	-1.8%	-9%	16%	0.2%
O=C(Nc1ccc(OCC(=O)N2CCOCC2)cc1)c1cc(F)c(F)cc1Cl	-9%	.	.	.	.	.	4%	.	-2.5%	-22%	-13%	-0.2%
CC(C)(C)c1ccc(C(=O)Nc2ccc(C(=O)NCc3cccnc3)cc2)cc1	2%	.	.	.	.	.	-30%	.	3.9%	10%	29%	-0.2%
Cc1cc(C)c(NC(=O)Nc2ccc3c(c2)OCO3)c(C)c1	3%	.	.	.	.	.	-7%	.	9.3%	-8%	-15%	-0.1%
Additional entries.
SMILES	AID2073	P. falciparum M1AAP	Dynein transport	Dynein transport cytoplasmic EGFP	Dynein transport nuclear GR-EGFP	Dynein transport cell count	KOR beta-arrestin-1	P. falciparum M17LAP	KOR beta-arrestin-2	NOD1 inhibition	NOD2 inhibition	GPR55 beta-arrestin
O=C(CNCCO)NC12CC3CC(CC(C3)C1)C2	8%	0%	0.18	-0.23	0.25	0.18	-12%	-12%	-7.4%	-2%	-7%	-0.2%
COc1ccc(OC)c(S(=O)(=O)NC(N)=NCCc2ccccc2)c1	16%	5%	-0.52	-0.31	-0.33	0.61	7%	-1%	-2.4%	-1%	18%	1.1%
CC(C)NC(=S)NCc1cccnc1	4%	-3%	-0.77	-0.23	-0.59	0.085	9%	2%	-1.2%	-14%	5%	-0.3%
CCn1ccc(C(=O)NC2=C(C#N)CCC2)n1	-2%	-1%	1.1	-0.061	1.1	-0.7	-2%	10%	-6.4%	-21%	0%	0.0%
COC(=O)c1cc(OC)c(OC)cc1NCC(=O)Nc1ccc(OC)c(OC)c1	-5%	11%	0.41	-0.11	0.78	-0.81	-8%	14%	-2.1%	-7%	7%	-0.1%
O=C(CCCCCNc1nc(=S)[nH]c2ccccc12)N1CCN(c2ccccn2)CC1	-57%	1%	-0.1	-0.41	0.2	0.11	-15%	6%	2.3%	-6%	-1%	0.0%
O=C1c2ccccc2C(Nc2ccc(Cl)cn2)N1Cc1ccccc1 (stereo not drawn)	-3%	-1%	0.43	-0.19	0.55	-0.2	0%	1%	-0.3%	11%	-6%	-0.1%
CC(=O)NC1C(=O)N=C(SC(C)C(=O)Nc2cccc(Cl)c2)NC1=O (stereo not drawn)	6%	2%	0.42	0.85	1	-0.4	10%[20 µM]	5%	-6.8%	-23%	17%	-0.1%
COc1ccc(N2C(=O)CC(N3CCN(c4nc5ccccc5s4)CC3)C2=O)cc1 (stereo not drawn)	-6%	4%	1.4	-0.26	-0.18	0.47	29%	4%	-1.0%	-38%	8%	0.3%
CC1=C/C(=N\NC(=S)Nc2cccnc2)CC(C)(C)C1	12%	-17%	1.2	-0.03	0.86	-0.049	9.5µM*	-5%	-6.4%	43%*	-69%	0.2%
Fc1ccccc1NC(=S)NNc1ncc(C(F)(F)F)cc1Cl	-31%	15%	0.81	-0.24	1.1	-0.19	-28%	-6%	5.3%	12%	14%	-0.1%
C#CCOCCOCCOCCNc1nc(N2CCN(C(=O)[C@H](CCC(=O)O)n3cc(C(N)CO)nn3)CC2)nc(N2CCN(C(=O)[C@H](CCC(=O)O)n3cc(C(N)[C@H](C)CC)nn3)CC2)n1 (stereo partly drawn)	17%	-1%	1.1	-0.12	0.88	-0.97	-15%	-5%	-0.4%	-27%	-5%	-0.2%
CC(=O)OC(CC(=O)O)C[N+](C)(C)C (stereo not drawn)	2%	-1%	-0.18	-0.2	0.1	0.8	-25%	0%	1.0%	-8%	4%	-0.2%
Cn1nnnc1Sc1c(Cl)cccc1[N+](=O)[O-]	-8%	-4%	2.6	0.15	1	-1.5	8%	-4%	5.3%	-9%	17%	0.1%
CCOc1ccc(-c2cn(-c3cccc(SC)c3)c(=O)[nH]2)cc1	-2%	8%	0.98	-0.29	0.49	-0.62	-16%	3%	4.5%	-18%	6%	0.1%
COc1ccc(CCNC(=O)CCCn2c(=O)c3cccn3c3cccnc32)c(OC)c1	12%	.	.	.	.	.	-6%	.	0.8%	19%	4%	-0.1%
CCCC(C(=O)NC(C)(C)CC)N(CC1CCCO1)C(=O)CNS(=O)(=O)c1ccc(F)cc1 (stereo not drawn)	-3%	.	.	.	.	.	40%	.	-1.9%	-24%	4%	-0.2%
COc1cc2c(cc1OC)CN(CC(=O)Nc1ccc(C)c(C)c1)CC2	-2%	.	.	.	.	.	-6%	.	-2.5%	-1%	1%	-0.1%
O=C(c1nc2ncccn2n1)N1CCN(c2ccccc2)CC1	-5%	9%	-0.62	-0.28	-0.049	0.032	-15%	-14%	4.2%	-9%	5%	-0.2%
CCC(=O)C1CCCN(C(=O)c2ccc(OC3CCN(C(=O)CCOC)CC3)cc2)C1 (stereo not drawn)	-4%	.	.	.	.	.	9%	.	-1.8%	-10%	15%	0.6%
COc1ccc(N2CCN(c3oc(COc4ccccc4)nc3C#N)CC2)cc1	-9%	3%	-0.34	1.1	0.82	0.26	-4%	2%	-3.6%	-11%	14%	-0.5%
COc1cc(NS(=O)(=O)c2ccc(NC(=O)/C=C/C(=O)O)cc2)nc(OC)n1	11%	.	.	.	.	.	2%[20 µM]	.	24%	44%	8%	-0.3%
CN(C(=O)c1cc2n(n1)C(C(F)(F)F)CC(c1ccco1)N2)c1ccccc1 (stereo not drawn)	-7%	2%	-0.22	-0.18	0.003	0.35	-24%	5%	6.7%	-20%	5%	0.2%

Quoted at random: 3 records from the list
SMILES	AID2073	P. falciparum M1AAP	Dynein transport	Dynein transport cytoplasmic EGFP	Dynein transport nuclear GR-EGFP	Dynein transport cell count	KOR beta-arrestin-1	P. falciparum M17LAP	KOR beta-arrestin-2	NOD1 inhibition	NOD2 inhibition	GPR55 beta-arrestin
COc1ccc(N2C(=O)CC(N3CCN(c4nc5ccccc5s4)CC3)C2=O)cc1 (stereo not drawn)	-6%	4%	1.4	-0.26	-0.18	0.47	29%	4%	-1.0%	-38%	8%	0.3%
OC(CNCc1cccnc1)COc1ccc2ccccc2c1 (stereo not drawn)	-2%	.	.	.	.	.	-7%	.	5.1%	27%	6%	-0.2%
C/C(=N\NC(=O)c1ccc([N+](=O)[O-])c(C)c1)c1ccccc1Cl	-6%	-2%	-0.75	-0.28	-0.67	0.89	18%	2%	2.1%	-11%	-18%	0.1%
